All columns: NCI-60 one-dose screen, growth in % after 48 h at 10 µM unless noted; 100 = growth as untreated, 0 = no growth, -100 = all killed.
MCF7 = MCF7 breast cancer; 82,000 compounds, 6.3% hits
K-562 = K-562 leukemia; 78,000 compounds, 7.4% hits; AID 1794777
SR = SR leukemia cells | 73,000 compounds, 8.7% hits | AID 1794780
MDA-MB-468 = MDA-MB-468 breast cancer | 78,000 compounds, 8.5% hits | AID 2202374
BT-549 = BT-549 breast cancer | AID 1794793 | 78,000 compounds, 4.4% hits
HS 578T = HS 578T breast cancer. 78,000 compounds, 4.1% hits
T-47D = T-47D breast cancer | 79,000 compounds, 5% hits | AID 1794792
MDA-MB-231 = MDA-MB-231 breast cancer. 81,000 compounds, 5% hits. AID 1794789
* marks the source's active call; other numbers are inactive results; . = not tested or not shown. How the source made its calls: active means growth percent below 10; inactive means the rest.

1. Cc1cc(N=Nc2ccccc2)cc(C)c1NC(=O)C(F)(F)F
2. NS(=O)(=O)c1ccc(Nc2nc(O)c(/C=C3/C=c4ccccc4=NC3=O)s2)cc1
3. Cc1ccccc1OC(=O)c1ccc([N+](=O)[O-])cc1
4. O=C(Nc1ccc2ccccc2c1)C(F)(F)F
5. S=C(c1cccs1)N1CCN(c2ccccc2Cl)CC1
6. Cc1c(NC(=O)CCCn2c(O)c(/C=C3\C=Nc4ccccc43)sc2=S)c(=O)n(-c2ccccc2)n1C
Compound,1,2,3,4,5,6
MCF7,98,93,102,94,108,92
K-562,98,103,97,104,107,83
SR,92,92,94,103,.,117
MDA-MB-468,100,103,118,108,.,83
BT-549,101,101,.,.,.,106
HS 578T,107,102,97,.,114,93
T-47D,84,100,106,109,96,82
MDA-MB-231,103,96,106,112,102,89

7. CCCc1nc(-c2cc(OC)c(OC)c(OC)c2)no1
8. CC(=O)c1ccc(N2CN(c3ccc(Cl)cc3)CC3=C2CC(C)(C)CC3=O)cc1
9. CN(C)c1ccc2c(c1)Sc1cc(N(C)C)ccc1N2C(=O)c1ccccc1
10. O=S(=O)(O)c1cc(O)c2c(O)c(N=Nc3ccccc3)c(S(=O)(=O)O)cc2c1
11. COC(=O)c1ccc(C2OC34CCCCC3C(C#N)(C(=N)O4)C2(C#N)C#N)cc1 (configuration not stated)
12. CCOc1ccc(NC(=O)N(c2ccnc3ccccc23)C(C)CCCN(CC)CC)cc1 (configuration not stated)
Compound,7,8,9,10,11,12
MCF7,96,76,91,101,85,99
K-562,94,17,204,110,121,112
SR,82,64,164,107,87,95
MDA-MB-468,.,65,109,116,85,110
BT-549,103,76,94,.,91,107
HS 578T,90,85,.,103,103,107
T-47D,94,63,81,101,114,97
MDA-MB-231,97,54,89,126,91,107

13. COc1ccc(/C=N/NC(=O)c2cnn(CC(O)c3ccccc3)c2N)cc1Oc1ccccc1 (configuration not stated)
14. O=C1OC2(OC(=O)c3ccccc32)Oc2ccc(F)cc21 (configuration not stated)
15. O=[N+]([O-])c1cccc(/C=N\N=C\c2cccc([N+](=O)[O-])c2)c1
16. N#C/C(=C\c1c[nH]c2ccccc12)S(=O)(=O)c1ccccc1
17. CCn1cc(C2=C(c3cccc4ccccc34)C(=O)N(O)C2=O)c2cc(Br)ccc21
18. CCCCN(CCC)CCCCCCCCCN1CCCc2ccccc21
Compound,13,14,15,16,17,18
MCF7,70,89,69,89,77,42
K-562,66,105,.,94,92,47
SR,49,106,94,95,90,54
MDA-MB-468,72,115,91,108,91,30
BT-549,89,100,104,93,112,71
HS 578T,86,98,107,77,74,91
T-47D,36,112,94,94,92,53
MDA-MB-231,79,106,104,114,76,47

19. COc1ccc2c(c1)c1cc3ncccc3nc1n2C
20. O=C1OC(N(Cc2ccccc2)Cc2ccccc2)c2ccccc21 (configuration not stated)
21. Oc1ccc(Cc2ccc(O)c(C3CC(c4ccc5c(c4)OCO5)=NN3)c2)cc1C1CC(c2ccc3c(c2)OCO3)=NN1 (configuration not stated)
22. Cc1c(C(=O)C(SC(=S)N2CCN(C)CC2)SC(=S)N2CCN(C)CC2)nnn1-c1ccc([N+](=O)[O-])cc1
23. O=C(NCCNc1cc(-c2cn(-c3ccccc3)nc2-c2cccc(O)c2)ccn1)Nc1ccc(Cl)c(Cl)c1
24. CCOC(=O)c1cnc2ccc(OC)cc2c1NCc1ccccc1
Compound,19,20,21,22,23,24
MCF7,54,93,54,77,71,98
K-562,83,96,.,78,50,76
SR,47,98,58,80,68,91
MDA-MB-468,87,118,106,102,53,93
BT-549,73,101,65,90,78,115
HS 578T,87,.,81,113,47,89
T-47D,55,97,75,89,86,104
MDA-MB-231,65,109,80,102,52,87

25. CCCCCN1C=C/C(=C\C(=O)N(C)c2ccc(OC(F)(F)F)cc2)c2ccccc21
26. CC1(C)C(=O)N2C(=O)CC(=O)N2C1=O
27. CC1=Nc2ccc([N+](=O)[O-])cc2N=C(C)C1
28. COc1ccccc1NC(=O)n1c(=O)cc(C)c2ccc(O)cc21
29. CC(C#N)(c1ccccc1)c1ccccc1
30. CCN(CC)CCC(C#N)c1ccccc1 (configuration not stated)
Compound,25,26,27,28,29,30
MCF7,89,103,95,101,102,94
K-562,90,106,105,117,.,109
SR,100,106,.,118,108,97
MDA-MB-468,80,107,95,96,109,105
BT-549,109,108,102,107,94,103
HS 578T,90,115,110,110,114,99
T-47D,88,111,95,100,101,120
MDA-MB-231,98,111,99,106,100,99

2 entries from above, reformatted:
Screens in order – MCF7, K-562, SR, MDA-MB-468, BT-549, HS 578T, T-47D, MDA-MB-231
(29) CC(C#N)(c1ccccc1)c1ccccc1
 : 102, ., 108, 109, 94, 114, 101, 100
(30) CCN(CC)CCC(C#N)c1ccccc1 (configuration not stated)
 : 94, 109, 97, 105, 103, 99, 120, 99

Later entries:
31. c1ccc2cc(Nc3ccc4ccccc4c3)ccc2c1
32. C/C1=C\CC[C@@]2(C)O[C@H]2[C@H]2OC(=O)[C@@H](C)[C@@H]2CC1
33. COc1cc(/C=N/NC(=O)c2ccc(OCc3nc4ccc(Cl)cc4[nH]3)cc2)cc(OC)c1OC
34. O=C(Nc1nc2ccc([N+](=O)[O-])cc2s1)Nc1ccc(Cl)cc1Cl
35. COC(=O)NN1CC(O)=C(c2nc(-c3ccc(F)cc3)cs2)C1=N
36. CCOC(=O)C1(NC(=O)C2(N3C(=O)c4ccccc4C3=O)CCCC2)CCCC1
Compound,31,32,33,34,35,36
MCF7,30,92,18,36,105,94
K-562,72,104,15,25,84,97
SR,81,109,33,48,91,100
MDA-MB-468,56,93,43,29,.,97
BT-549,88,101,23,65,95,100
HS 578T,104,101,58,46,93,119
T-47D,70,99,7.2*,21,90,104
MDA-MB-231,87,99,53,1.5*,95,101

Part of the list above, with values under each structure:
Results follow in this order: MCF7	K-562	SR	MDA-MB-468	BT-549	HS 578T	T-47D	MDA-MB-231
19	COc1ccc2c(c1)c1cc3ncccc3nc1n2C
  54	83	47	87	73	87	55	65
20	O=C1OC(N(Cc2ccccc2)Cc2ccccc2)c2ccccc21 (configuration not stated)
  93	96	98	118	101	.	97	109
21	Oc1ccc(Cc2ccc(O)c(C3CC(c4ccc5c(c4)OCO5)=NN3)c2)cc1C1CC(c2ccc3c(c2)OCO3)=NN1 (configuration not stated)
  54	.	58	106	65	81	75	80
22	Cc1c(C(=O)C(SC(=S)N2CCN(C)CC2)SC(=S)N2CCN(C)CC2)nnn1-c1ccc([N+](=O)[O-])cc1
  77	78	80	102	90	113	89	102
23	O=C(NCCNc1cc(-c2cn(-c3ccccc3)nc2-c2cccc(O)c2)ccn1)Nc1ccc(Cl)c(Cl)c1
  71	50	68	53	78	47	86	52
24	CCOC(=O)c1cnc2ccc(OC)cc2c1NCc1ccccc1
  98	76	91	93	115	89	104	87
25	CCCCCN1C=C/C(=C\C(=O)N(C)c2ccc(OC(F)(F)F)cc2)c2ccccc21
  89	90	100	80	109	90	88	98
26	CC1(C)C(=O)N2C(=O)CC(=O)N2C1=O
  103	106	106	107	108	115	111	111
27	CC1=Nc2ccc([N+](=O)[O-])cc2N=C(C)C1
  95	105	.	95	102	110	95	99
28	COc1ccccc1NC(=O)n1c(=O)cc(C)c2ccc(O)cc21
  101	117	118	96	107	110	100	106
29	CC(C#N)(c1ccccc1)c1ccccc1
  102	.	108	109	94	114	101	100
30	CCN(CC)CCC(C#N)c1ccccc1 (configuration not stated)
  94	109	97	105	103	99	120	99
31	c1ccc2cc(Nc3ccc4ccccc4c3)ccc2c1
  30	72	81	56	88	104	70	87
32	C/C1=C\CC[C@@]2(C)O[C@H]2[C@H]2OC(=O)[C@@H](C)[C@@H]2CC1
  92	104	109	93	101	101	99	99

(next part)
37. COc1ccc2[nH]c(=O)c(C3C4=C(CC(C)(C)CC4=O)Nc4nc(OC)[nH]c(=O)c43)cc2c1 (configuration not stated)
38. CC(C)CCOC(=O)C(O)c1ccccc1 (configuration not stated)
39. O=C1Nc2ccccc2/C1=C\c1nc(-c2ccccc2)n2ccccc12
40. O=C(O)CC1SC(=NNc2ncnc3ccccc23)N(c2ccccc2)C1=O (configuration not stated)
41. CN(C)CCN(C)C(=O)C(c1ccccc1)C1CCCCC1 (configuration not stated)
42. CCN(CC)CCNC(Cc1ccccc1)c1ccc(OC)cc1 (configuration not stated)
Compound,37,38,39,40,41,42
MCF7,94,98,53,87,103,101
K-562,114,121,77,104,89,105
SR,106,113,101,106,137,97
MDA-MB-468,107,106,-1.6*,95,.,108
BT-549,104,105,85,111,120,100
HS 578T,108,111,118,106,91,90
T-47D,111,99,43,103,117,.
MDA-MB-231,110,102,61,93,90,92

43. COc1ccccc1NC(=O)OCC12COCN1COC2
44. O=C(/C=C/c1c[nH]c2ccccc12)c1cc2ccccc2o1
45. Cc1cc(NCCCCCCNc2cc(C)[n+](C)c3ccccc23)c2ccccc2[n+]1C
46. Nc1cc2c(cc1Cl)-c1ccccc1C2
47. O=C(N[C@H]1C(O)[C@H](O)C(CO)O[C@H]1O)NS(=O)(=O)c1ccc(Cl)cc1Cl (some centres not stated)
48. BrCCOc1ccc(OCCBr)cc1
Compound,43,44,45,46,47,48
MCF7,92,66,84,49,98,102
K-562,104,37,70,100,98,105
SR,94,41,103,99,95,88
MDA-MB-468,101,121,95,100,102,104
BT-549,117,80,100,104,110,103
HS 578T,110,100,96,91,109,108
T-47D,102,83,88,101,.,102
MDA-MB-231,102,85,96,96,105,104

49. O=S(=O)(NCCNc1nccc(-c2c(-c3cccc(F)c3)nc3sccn23)n1)c1ccc(C(F)(F)F)cc1
50. C=C(C)[C@@H]1CC[C@]2(C(=O)O)CC[C@]3(C)[C@H](CC[C@@H]4[C@@]5(C)C[C@@H](CC#CC#CC[C@@H]6C[C@]7(C)[C@H]8CC[C@@H]9[C@H]%10[C@H](C(=C)C)CC[C@]%10(C(=O)O)CC[C@@]9(C)[C@]8(C)CC[C@H]7C(C)(C)[C@H]6OC(C)=O)[C@H](OC(C)=O)C(C)(C)[C@@H]5CC[C@]43C)[C@@H]12
51. O=C(Cc1ccccc1)Cc1ccccc1
52. c1ccc2c(c1)[nH]c1c(-c3ccc(-c4nccc5c4[nH]c4ccccc45)cc3)nccc12
53. CCSc1oc(-c2ccccc2)nc1S(=O)(=O)c1ccc(F)cc1
54. N=C(N)SCCCCCCCCCCSC(=N)N
Compound,49,50,51,52,53,54
MCF7,59,100,106,88,89,74
K-562,73,100,110,94,75,45
SR,89,106,104,86,94,68
MDA-MB-468,71,101,100,105,66,56
BT-549,79,109,107,88,91,.
HS 578T,83,94,106,98,98,84
T-47D,63,.,102,76,61,94
MDA-MB-231,93,94,109,111,93,75

55. CC(=O)C1(O)CCC2C3CC(C)C4=CC(=O)C=CC4(C)C3C(=O)CC21C (configuration not stated)
56. COc1ccc(Nc2ncc3c(n2)CCc2cnc(Nc4ccc(OC)cc4)nc2-3)cc1
57. CCN1C(=O)/C(=C/C=C/N(C)c2ccccc2)SC1=S
58. Cc1ccc(/C=C2/C(=O)/C(=C/c3ccc(C)cc3)C3CCC2N3C)cc1
59. O=[N+]([O-])c1ccc2[nH]cnc(=S)c2c1
60. O=C(Nc1ccc(Oc2ccc(F)cc2)c(Cl)c1)c1cnccn1
Compound,55,56,57,58,59,60
MCF7,107,73,89,78,97,30
K-562,86,71,79,55,92,21
SR,77,69,73,78,79,49
MDA-MB-468,113,.,89,76,93,32
BT-549,102,94,80,85,87,100
HS 578T,.,92,59,94,98,62
T-47D,122,65,80,74,67,43
MDA-MB-231,107,65,94,86,88,59

61. Cn1c2ccccc2c2c3c(c4c5cccnc5[nH]c4c21)C(=O)N(O)C3=O
62. Cc1cc(O)c2c(C)cc(=O)oc2c1
63. CCCCNC(=O)NS(=O)(=O)c1ccc(CCl)cc1
64. CC[C@H](Nc1nc(N)nc(C2CC2)c1C#N)c1nc2cccc(NCc3ccc(C(=O)NO)cc3)c2c(=O)n1-c1ccccc1
65. CSc1cc(N)[nH]c(=O)n1
66. CCOC(=O)N1CCc2c(sc3nc4n(C)cnn4c(=O)c23)C1
Compound,61,62,63,64,65,66
MCF7,13,96,94,4.3*,101,98
K-562,30,94,98,-14*,101,.
SR,11,98,96,-0.8*,100,90
MDA-MB-468,0.0*,96,93,-23*,104,110
BT-549,45,89,109,33,108,113
HS 578T,110,91,98,13,105,92
T-47D,16,.,108,-5.5*,96,96
MDA-MB-231,69,111,116,2.7*,125,109

67. CS(=O)(=O)c1ccc(-n2nc(C(=O)NCc3ccccc3)cc2-c2ccccc2)cc1
68. COc1ccc(-c2cc(-c3ccccc3)c(C#N)c(=O)[nH]2)c(OC)c1
69. Cc1cc(O)c(C(C)C)cc1NC(=S)Nc1cc(C(C)C)c(O)cc1C
70. O=C(NCc1ccc2c(c1)OCO2)c1cccc(-c2ccncc2)c1
71. CSc1nc2c(c(=O)[nH]1)C(c1ccc(Cl)cc1)C1=C(N2)/C(=C/c2ccc(Cl)cc2)CN(C)C1 (configuration not stated)
72. CCOc1ccc(-c2[nH]nc3c2C(c2cccs2)C(C#N)=C(N)O3)cc1OC (configuration not stated)
Compound,67,68,69,70,71,72
MCF7,92,79,94,89,47,85
K-562,75,95,90,74,36,97
SR,71,95,80,85,62,.
MDA-MB-468,107,101,109,84,63,100
BT-549,121,97,108,92,92,87
HS 578T,101,94,.,89,82,102
T-47D,90,75,71,71,70,94
MDA-MB-231,86,85,92,98,93,108

Compound activity as filed in PubChem BioAssay.

Not a hit list, and some 13% of all compounds hit somewhere here.
